PGE2 EP2 inh = blocks the human prostaglandin E2 receptor EP2. C6 glioma cells expressing human EP2, cAMP TR-FRET; cells stimulated with saturating PGE2. inhibition, % at 25 µM. hit rate 0.52% among 260,000. P43116;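 active = percent inhibition above 40 after rounding to a whole number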;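 note: rat C6 glioma host cells with rolipram phosphodiesterase inhibitor present; the protocol text gives 20 µM as final concentration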
Target sequence (P43116 whole entry, looked up): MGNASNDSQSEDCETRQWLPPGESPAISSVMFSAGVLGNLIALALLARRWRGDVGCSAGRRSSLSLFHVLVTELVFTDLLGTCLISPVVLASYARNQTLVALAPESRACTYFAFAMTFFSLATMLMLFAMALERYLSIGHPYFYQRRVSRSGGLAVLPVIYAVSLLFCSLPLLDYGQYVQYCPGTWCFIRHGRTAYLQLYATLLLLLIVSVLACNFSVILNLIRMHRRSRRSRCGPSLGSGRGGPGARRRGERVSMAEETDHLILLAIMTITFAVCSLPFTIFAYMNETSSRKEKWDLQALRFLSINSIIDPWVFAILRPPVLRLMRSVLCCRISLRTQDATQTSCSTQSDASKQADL
S1P4 antagonist = antagonists of human S1P4 receptor | O95977 | S1P4-expressing cells, antagonist mode, reporter read-out | inhibition, % at 4.98 µM | hit rate 0.26% among 220,000; in the data active = inhibition above about 29%;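 note: 0% = wells stimulated with agonist and 100% = vehicle wells without agonist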
Target sequence (O95977 whole entry, looked up): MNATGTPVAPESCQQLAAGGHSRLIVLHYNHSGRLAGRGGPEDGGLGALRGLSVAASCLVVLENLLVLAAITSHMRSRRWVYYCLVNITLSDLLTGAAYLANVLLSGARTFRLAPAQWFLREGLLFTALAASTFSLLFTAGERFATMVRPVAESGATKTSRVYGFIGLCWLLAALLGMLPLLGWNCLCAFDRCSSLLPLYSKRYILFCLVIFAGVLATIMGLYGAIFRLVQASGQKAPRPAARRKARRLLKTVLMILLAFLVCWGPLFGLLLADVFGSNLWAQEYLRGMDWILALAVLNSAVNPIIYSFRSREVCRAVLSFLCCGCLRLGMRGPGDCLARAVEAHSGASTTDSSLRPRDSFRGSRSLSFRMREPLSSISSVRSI
NPY2 pot ag = potentiators or agonists of human neuropeptide Y receptor Y2; cells expressing NPY-Y2, potentiator/agonist read-out; activation, % at 3.6 µM; hit rate 0.45% among 220,000; AID 1359; in the data active = activation above about 27%;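 note: cells stimulated with NPY near EC25 plus isoproterenol at EC100; 0% = vehicle plus submaximal agonist and 100% = vehicle plus saturating agonist; some results beyond the cut were filed as inactive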
p97 ATPase inh = human p97 ATPase inhibition; AID 1481; recombinant p97 ATPase, Kinase-Glo ATP luminescence, 3 h; hit rate 0.42% among 220,000; P55072; inhibition, % at 8 µM; in the data active = inhibition above about 15%;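 note: 0% = DMSO vehicle and 100% = wells lacking enzyme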
NPY-Y1 PAM-ag = human NPY-Y1 potentiation or agonism, primary screen. activation, % at 3.6 µM. hit rate 0.37% among 220,000. AID 1304. NPY-Y1 expressing cells, potentiator/agonist activation. P25929; in the data active = activation above about 33%, passing the limit was not always enough;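 note: cells stimulated with NPY at EC10 then isoproterenol at EC100; 0% = low agonist plus stimulus and 100% = saturating agonist plus stimulus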
NPY Y1 blocker = antagonists of human neuropeptide Y receptor Y1 | hit rate 1% among 200,000 | inhibition, % at 3.6 µM | P25929 | HEK293-CNG Y1 cells, membrane potential fluorescence; NPY at EC95, then isoproterenol;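 active = inhibition above the campaign mean inhibition of all tested compounds plus 3 SD, cut at about 20% in these data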;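 note: 0% = DMSO wells given NPY plus isoproterenol and 100% = isoproterenol alone without NPY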
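Benchmarks – high control isoproterenol alone, low control NPY with isoproterenol · Material – HEK293 Y1/CNG channel cell line · Times – dye 3 h, compound 60 min room temperature, stimulation 45 min · Probe or stimulus – NPY (25 nM), isoproterenol (1 µM), Ro 20-1724 (25 µM) · Evaluation – % inhibition of NPY effect · Signal – fluorescence, membrane potential probe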
EP2 mod = modulates human prostaglandin E2 receptor EP2 signaling. hit rate 0.83% among 260,000. induction, % at 25 µM. P43116. EP2-expressing cells, cAMP HTRF FRET, PGE2 co-stimulation. AID 940;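 active = compounds whose cAMP rise, as percent of the full-agonist control response, exceeds 60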;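 note: rat C6 glioma line stably carrying human EP2 under a CMV promoter; the protocol text gives 20 µM as final concentration; 100% = response of wells given 1 µM PGE2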
eIF4E 4G PPI = blocks eIF4E binding to eIF4G; P63073+Q04637; TR-FRET eIF4E-eIF4GI(517-606) binding, 2 h; inhibition, % at 21.7 µM; hit rate 0.37% among 220,000;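 active = inhibition above about 30%, limit read from the data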;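 note: 0% = full FRET control wells and 100% = background wells lacking eIF4GI fragment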
S1P4 ag = activates the human S1P4 receptor. O95977. S1P4-expressing cell line, agonist reporter assay. activation, % at 4.98 µM. hit rate 0.35% among 220,000; in the data active = activation above about 11%;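 note: 0% = DMSO vehicle and 100% = reference agonist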
* marks the source's active call; other numbers are inactive results; nt = not tested or not shown; & = joins results of further samples; [ ] = dose if it differs, or a comment. Some of the compounds tested; count on the stated rates, not on these rows.

SMILES	PGE2 EP2 inh	S1P4 antagonist	NPY2 pot ag	p97 ATPase inh	NPY-Y1 PAM-ag	NPY Y1 blocker	EP2 mod	eIF4E 4G PPI	S1P4 ag
COc1cccc(/C(C)=N/NC(=O)c2ccc(N(C)C)cc2)c1	nt	-10	3	-5	-18	1	-4	3[fluorescence artefact?]	0.0
O=C(CSc1nc2cc(Cl)ccc2s1)NC1CCCc2ccccc21 (configuration not stated)	9	-1	-7	-2	-45	14	19	2	1.5
O=C1C(=O)N(CC(=O)N2CCCC2)c2ccccc21	12	-13	-12	4	-8	2	19	2	2.4
COCCN1C(=O)c2ccccc2C(C(=O)N2CCN(c3ccccc3)CC2)C1c1ccc(F)cc1 (configuration not stated)	5	-6	12	-2	-8	9	28	2	-2.1
CCCCCC1CCC(c2ccc(/C(N)=N/O)cc2)CC1 (configuration not stated)	11	-4	-6	1	6	nt	21	3	0.8
CNc1ccc(/C=C/C(=O)c2ccc3c(c2)OCCO3)cc1[N+](=O)[O-]	19	-8	1	-1	6	11	-57	1	-0.2
CC1CCN(C(=O)c2ccc(CNc3c(N4CCCC4)c(=O)c3=O)cc2)CC1	5	-20	-9	-1	-5	nt	9	-8	1.1
O=C(N/N=C/c1ccncc1)c1ccc(COc2cccc3cccnc23)cc1	6	-7	12	-3	-11	-3	-63	0	1.6
O=C(CCN1CCN(CC(=O)Nc2ccccc2Cl)CC1)Nc1ccccc1F	19	-33	-11	-1	-27	14	2	0	0.5
CS(=O)(=O)NCCCc1ccccc1	11	-28	3	-2	13	-5	29	3	-0.9
CCc1nc(N)c(C#N)c(-c2ccncc2)c1C	5	-15	16	3	-6	0	27	8	-0.1
COc1cccc(NC(=O)N2CCN(C(=O)C(Cc3ccc(OC)c(OC)c3)NC(C)=O)CC2)c1 (configuration not stated)	1	-1	4	4	10	3	16	4	0.1
COc1ccc(-c2nc(-c3ccccc3)nc(N3CCN(C)CC3)c2C#N)cc1	4	4	-26	-3	3	6	0	0	2.6
COc1ccc(C2=Nn3c(nnc3-c3ccco3)SC2)cc1OC	6	-28	2	1	-20	7	52	0	-0.9
COC(=O)c1ccc(CN2C(=O)NC3(CCC(C)CC3)C2=O)o1 (configuration not stated)	5	-2	5	3	6	5	17	7[fluorescence artefact?]	0.2
CC(=O)Nc1ccc(S(=O)(=O)N2CCC(NC(C)=O)(c3cccc(F)c3)CC2)cc1	17	-7	3	0	-11	-2	-5	9[fluorescence artefact?]	1.8
CNC(=S)NNC(=O)c1sccc1C	2	-16	5	-6	1	1	14	3	-1.0
CCn1cc(C(=O)O)c(=O)c2cnc(N3CCN(C(=S)NC(=O)c4ccc(Cl)cc4)CC3)nc21	8	11	-7	4	-10	nt	6	-6	-1.3
Cc1ccc(C)c(-n2nnnc2SCC(=O)NCCC2=CCCCC2)c1	2	-4	-13	-2	-7	10	5	-1	-0.3
Cc1cccc(-n2c(-c3ccoc3C)n[nH]c2=S)c1	3	-5	11	3	4	7	27	18	0.1
Cc1noc(NC(=O)c2cccc(C(F)(F)F)c2)c1Cl	12	-15	5	-1	10	4	15	0	0.4
CCC(=O)Nc1c(C)nn(C(=O)CC)c1C	9	18	1	4	-23	4	3	1	1.6
CC(C)COC(=O)N1CCCC1C(=O)Nc1nccs1 (configuration not stated)	8	-4	11	7	12	-4	-3	3[fluorescence artefact?]	0.2
CCCN(CCC)CCCNC(=S)Nc1ccc2nc3n(c(=O)c2c1)CCCCC3	9	-10	8	5	-16	0	-5	-2	0.2
Cc1cccc(NC(=S)NC(C)CCc2ccccc2)c1 (configuration not stated)	9	12	-13	-7	-16	-3	11	1	-2.7
Cc1ccc(NC(=O)COC(=O)CNC(=O)c2ccc(Br)cc2)c(C)c1	4	-6	-1	-3	0	9	31	-14[fluorescence artefact?]	0.1
CCCOc1nc2c(c(=O)n(C)c(=O)n2C)n1Cc1cccc2ccccc12	9	-20	4	1	11	1	40	3	0.4
COc1ccc(N2CCN(c3ccc([N+](=O)[O-])nc3)CC2)cc1	6	11	-12	2	-8	-7	15	8	1.2
Cc1ccc(NNC(=S)Nc2ccc(C(C)C)cc2)c(C)c1	4	-19	9	10	-1	6	-13	9	1.9
Cc1ccc(C2=NN3C(C(=O)c4ccccc4)Oc4ccccc4C3C2)cc1 (configuration not stated)	12	-8	-19	-4	-6	-6	2	nt	0.2
c1ccc(CN=C2NN=C(c3cc4ccccc4o3)CS2)cc1	2	8	9	5	-8	7	-9	22	0.5
COC(=O)C1=C(C)NC(=O)/C1=C\c1ccco1	8&7	8	-6	-2	-2	0	-11&10	0[fluorescence artefact?]	-3.1
Cc1ccc2cc(S(=O)(=O)NCCC(=O)O)ccc2c1	4	-9	-5	5	-2	10	14	-7[fluorescence artefact?]	-1.0
COC(=O)N=Nc1c(O)[nH]c2ccc(Br)cc12	3	-5	6	0	22	nt	-25	-2	0.4
CC(C)N(Cc1nc(-c2ccc3c(c2)OCO3)no1)Cc1nccn1C	3	-10	-14	-1	-9	2	-6	-1	1.6
CCOC(=O)C1=C(C)NC(C)=C(C(=O)OCC)C1C(=O)OCC(=O)c1ccc2c(c1)OCCO2	11	3	6	1	-11	3	12	3	-1.9
O=C(N/N=C/c1ccc(Br)s1)c1ccccn1	5	-11	7	-6	-1	2	-46	-6	1.5
Cc1ccc(/C=C2\CCOC2=O)cc1	11	6	15	8	-6	nt	-8	6	0.4
O=C1CC(c2ccccc2)Cc2nc(NC3CC3)ncc21 (configuration not stated)	7	2	-4	2	10	4	12	-2	1.2
O=C(c1cc([N+](=O)[O-])cc([N+](=O)[O-])c1)N1CCCc2ccccc21	4	6	-19	-6	-13	-2	22	-3	-1.9

Part of the list above, as comma-separated lines:
molecule,PGE2 EP2 inh,S1P4 antagonist,NPY2 pot ag,p97 ATPase inh,NPY-Y1 PAM-ag,NPY Y1 blocker,EP2 mod,eIF4E 4G PPI,S1P4 ag
COc1cccc(/C(C)=N/NC(=O)c2ccc(N(C)C)cc2)c1,nt,-10,3,-5,-18,1,-4,3[fluorescence artefact?],0.0
O=C(CSc1nc2cc(Cl)ccc2s1)NC1CCCc2ccccc21 (configuration not stated),9,-1,-7,-2,-45,14,19,2,1.5
O=C1C(=O)N(CC(=O)N2CCCC2)c2ccccc21,12,-13,-12,4,-8,2,19,2,2.4
COCCN1C(=O)c2ccccc2C(C(=O)N2CCN(c3ccccc3)CC2)C1c1ccc(F)cc1 (configuration not stated),5,-6,12,-2,-8,9,28,2,-2.1
CCCCCC1CCC(c2ccc(/C(N)=N/O)cc2)CC1 (configuration not stated),11,-4,-6,1,6,nt,21,3,0.8
CNc1ccc(/C=C/C(=O)c2ccc3c(c2)OCCO3)cc1[N+](=O)[O-],19,-8,1,-1,6,11,-57,1,-0.2
CC1CCN(C(=O)c2ccc(CNc3c(N4CCCC4)c(=O)c3=O)cc2)CC1,5,-20,-9,-1,-5,nt,9,-8,1.1
O=C(N/N=C/c1ccncc1)c1ccc(COc2cccc3cccnc23)cc1,6,-7,12,-3,-11,-3,-63,0,1.6
O=C(CCN1CCN(CC(=O)Nc2ccccc2Cl)CC1)Nc1ccccc1F,19,-33,-11,-1,-27,14,2,0,0.5
CS(=O)(=O)NCCCc1ccccc1,11,-28,3,-2,13,-5,29,3,-0.9
CCc1nc(N)c(C#N)c(-c2ccncc2)c1C,5,-15,16,3,-6,0,27,8,-0.1
COc1cccc(NC(=O)N2CCN(C(=O)C(Cc3ccc(OC)c(OC)c3)NC(C)=O)CC2)c1 (configuration not stated),1,-1,4,4,10,3,16,4,0.1

Continued:
SMILES	PGE2 EP2 inh	S1P4 antagonist	NPY2 pot ag	p97 ATPase inh	NPY-Y1 PAM-ag	NPY Y1 blocker	EP2 mod	eIF4E 4G PPI	S1P4 ag
CC(=O)Nc1ccc(S(=O)(=O)N2CCOCC2)cc1	2	-14	-14	2	12	-3	2	-2	-0.1
O=C(N/C=C/c1ccco1)OCc1ccccc1	9	9	10	3	1	2	2	-2	1.0
COc1ccc(-c2ccc(C#N)c(SCC(=O)Nc3sc4c(c3C#N)CCC4)n2)cc1OC	4	-1	-12	1	-2	6	25	24[fluorescence artefact?]	-1.2
O=c1[nH]cnc(O)c1C(c1ccc(Br)cc1)c1c(O)nc[nH]c1=O	-1	-10	13	-1	13	nt	9	-1	0.8
COc1cc(C)nc(SCC(N)=O)n1	9	-1	0	-2	3	3	12	-12	-1.2
O=C(CCc1ccccc1)Nc1nc2ccc(S(=O)(=O)N3CCOCC3)cc2s1	18	-15	-3	1	-5	-3	-9	-10	-2.9
O=C(NCc1ccccc1)N1CCC(CO)(CCc2ccccc2)CC1	2	-1	-14	-2	9	-1	-36	4	0.3
O=c1c2ccccc2nc2c3ccccc3cnn12	7	-9	-4	5	-7	-1	-23	7	2.3
Cc1cccc(NS(=O)(=O)c2cc(C(=O)N3CCc4ccccc4C3)ccc2Cl)c1C	1	26	-21	-5	-2	9	-21	-8	-1.7
N#C/C(=N\Nc1cccc(C(F)(F)F)c1)C(=O)c1csc(-c2cccnc2)n1	9	2	3	4	30	nt	-40	6	0.2

Part of the list above in order of molecular weight, smallest number first.
SMILES	PGE2 EP2 inh	S1P4 antagonist	NPY2 pot ag	p97 ATPase inh	NPY-Y1 PAM-ag	NPY Y1 blocker	EP2 mod	eIF4E 4G PPI	S1P4 ag
O=C(N/C=C/c1ccco1)OCc1ccccc1	9	9	10	3	1	2	2	-2	1.0
O=c1c2ccccc2nc2c3ccccc3cnn12	7	-9	-4	5	-7	-1	-23	7	2.3
O=c1[nH]cnc(O)c1C(c1ccc(Br)cc1)c1c(O)nc[nH]c1=O	-1	-10	13	-1	13	nt	9	-1	0.8

New compounds follow.
SMILES	PGE2 EP2 inh	S1P4 antagonist	NPY2 pot ag	p97 ATPase inh	NPY-Y1 PAM-ag	NPY Y1 blocker	EP2 mod	eIF4E 4G PPI	S1P4 ag
O=C(CCn1c(=O)oc2ccccc21)N1CCCCCC1	6	-12	3	1	-4	-4	19	-1	-2.8
O=C(O)CCC(=O)N1N=C(c2c(-c3ccccc3)c3cc(Cl)ccc3[nH]c2=O)CC1c1ccco1 (configuration not stated)	8	-12	11	-2	6	3	13	1	-0.3
CS(=O)(=O)N(CC(=O)Nc1ccc(F)cc1F)c1cccc([N+](=O)[O-])c1	6	-3	7	-3	8	3	1	2	-0.2
CCN(CC(=O)NCc1cccs1)c1ccc(S(=O)(=O)N2CCN(C)CC2)cn1	10	5	-4	6	-10	nt	-3	-8	1.0
COCCNC(=O)C1CC(c2ccc(F)cc2)=NO1 (configuration not stated)	4	5	-7	0	4	2	14	-9	3.3
Fc1ccc(N2CCN(C(c3cccs3)c3nnnn3C3CCCC3)CC2)cc1 (configuration not stated)	11	-6	5	-1	11	7	41	3[fluorescence artefact?]	0.8
CCC1=NN=C(c2ccc(F)cc2)C(c2c[nH]c3ccccc23)N1O (configuration not stated)	8	-3	1	-2	15	-2	0	2	-1.4
CCn1c(CCC(=O)O)nc2cc(S(=O)(=O)N(C)C)ccc21	6	11	-14	1	12	-2	12	-1	-0.1
O=S(=O)(c1cc(Cl)ccc1Br)N1CCCCC1	6	-6	-3	0	-26	9	29	2	0.7
COc1cccc(NC(=O)CC(c2ccc(OC(C)C)cc2)c2ccccc2OC)c1 (configuration not stated)	6	-12	-7	1	-13	4	42	-4	-0.6
COc1ccc(C2C(C#N)=C(N)N(c3ncn[nH]3)C3=C2C(=O)CCC3)cc1 (configuration not stated)	6	-10	-5	2	10	0	17	0	2.1
O=C(Cn1c(NCCO)nc2ccccc21)c1ccco1	19	-5	10	4	8	4	12	5[fluorescence artefact?]	0.3

Screening data as filed in PubChem.
